Screening results as filed in PubChem.
RmlCD inh 1536: M. tuberculosis RmlC/RmlD inhibition. RmlC+RmlD coupled enzyme assay, percent inhibition; primary screen in compound mixtures. inhibition, % at 3.6 µM. 160,000 compounds, 0.03% hits. P9WH09+P9WH11; in the data active = inhibition mostly above about 34%, no sharp cut-off; note: some results filed as inactive read as strong as hits
Target sequence (P9WH09 whole entry, looked up): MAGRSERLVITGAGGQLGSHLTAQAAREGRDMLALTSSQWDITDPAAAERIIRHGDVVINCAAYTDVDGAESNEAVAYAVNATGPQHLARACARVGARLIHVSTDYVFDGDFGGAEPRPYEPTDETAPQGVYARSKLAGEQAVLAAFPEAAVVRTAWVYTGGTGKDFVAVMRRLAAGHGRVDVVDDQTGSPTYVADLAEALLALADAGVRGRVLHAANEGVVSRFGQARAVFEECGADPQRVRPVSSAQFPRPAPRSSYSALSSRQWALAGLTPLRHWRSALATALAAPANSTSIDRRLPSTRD
Target sequence (P9WH11 whole entry, looked up): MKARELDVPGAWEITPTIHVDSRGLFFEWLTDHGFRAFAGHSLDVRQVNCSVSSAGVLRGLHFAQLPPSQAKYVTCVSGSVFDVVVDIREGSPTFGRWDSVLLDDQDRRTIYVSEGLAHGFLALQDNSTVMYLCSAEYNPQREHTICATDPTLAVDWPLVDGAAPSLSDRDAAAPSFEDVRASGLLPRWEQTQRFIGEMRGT
M. tuberculosis GlmU: inhibition of mycobacterial GlmU enzyme – biochemical, glucosamine-1-phosphate acetyltransferase (AID 1376); 220,000 compounds, 0.25% hits; inhibition, %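 (tested at 30 µM in the primary screen)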; hits with a dose series show IC50 in µM; M. tuberculosis GlmU acetyltransferase enzyme assay; higher % means a stronger effect; in the data active = inhibition above about 13%;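 note: 0% = complete reaction with vehicle and 100% = reaction without substrate; strong numbers were not always called active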
Starred values were filed as active, the others as inactive; / = no result given. Some of the compounds tested (hit frequency here may not be typical).

Start of the listing, in advance, 13 compounds:
item	SMILES	M. tuberculosis GlmU	RmlCD inh 1536
1	COc1ccc(N2CCN(C(CNC(=O)C(=O)NCCc3c[nH]c4ccccc34)c3ccco3)CC2)cc1 (stereo not drawn)	8.2%	-21
2	CS(=O)(=O)N1CCC(C(=O)Nc2ccc3c(c2)OCO3)CC1	3.1%	11
3	CCOC(=O)c1c(C)oc2c(F)c(F)c(F)c(F)c2c1=O	0.0%	35
4	CC/C(=N\N=C1\SC(C)C(=O)N1Cc1ccco1)c1ccccc1 (stereo not drawn)	-5.0%	-4
5	Cc1cc(NC(=O)CSc2nnc(-c3ccccc3)n2C)no1	5.3%	/
6	Cc1sc(NC(=O)Cn2c(=O)oc3ccccc32)nc1-c1ccc(Cl)cc1	-1.9%	9
7	C/C(=N/NC(=O)CNC(=O)/C=C/c1ccco1)c1ccc(Cl)cc1	0.1%	-2
8	CCn1c(NCCCO)nc2c(c1=O)C(C)(CC)Cc1ccccc1-2 (stereo not drawn)	4.0%	1
9	c1ccc(Sc2cnc3ccccc3n2)cc1	-2.4%	-1
10	CN1CCN(CCC(=O)Nc2ccc3c(c2)OCO3)CC1	-0.4%	/
11	NNC(=O)CSCc1nc(-c2ccccc2)cs1	2.8%	13
12	Cc1ccc(C(=O)Nc2c(C)n(C)n(-c3ccccc3)c2=O)cc1S(=O)(=O)N1CCOCC1	2.8%	/
13	C=CCn1c(COc2ccccc2C)nnc1SCC(=O)O	5.3%	-6

The list itself, from the first entry:
item	SMILES	M. tuberculosis GlmU	RmlCD inh 1536
1	COc1ccc(N2CCN(C(CNC(=O)C(=O)NCCc3c[nH]c4ccccc34)c3ccco3)CC2)cc1 (stereo not drawn)	8.2%	-21
2	CS(=O)(=O)N1CCC(C(=O)Nc2ccc3c(c2)OCO3)CC1	3.1%	11
3	CCOC(=O)c1c(C)oc2c(F)c(F)c(F)c(F)c2c1=O	0.0%	35
4	CC/C(=N\N=C1\SC(C)C(=O)N1Cc1ccco1)c1ccccc1 (stereo not drawn)	-5.0%	-4
5	Cc1cc(NC(=O)CSc2nnc(-c3ccccc3)n2C)no1	5.3%	/
6	Cc1sc(NC(=O)Cn2c(=O)oc3ccccc32)nc1-c1ccc(Cl)cc1	-1.9%	9
7	C/C(=N/NC(=O)CNC(=O)/C=C/c1ccco1)c1ccc(Cl)cc1	0.1%	-2
8	CCn1c(NCCCO)nc2c(c1=O)C(C)(CC)Cc1ccccc1-2 (stereo not drawn)	4.0%	1
9	c1ccc(Sc2cnc3ccccc3n2)cc1	-2.4%	-1
10	CN1CCN(CCC(=O)Nc2ccc3c(c2)OCO3)CC1	-0.4%	/
11	NNC(=O)CSCc1nc(-c2ccccc2)cs1	2.8%	13
12	Cc1ccc(C(=O)Nc2c(C)n(C)n(-c3ccccc3)c2=O)cc1S(=O)(=O)N1CCOCC1	2.8%	/
13	C=CCn1c(COc2ccccc2C)nnc1SCC(=O)O	5.3%	-6
14	C#CCOCCOCCOCCNc1nc(N2CCN(C(=O)[C@H](CCCCN)n3cc(C(N)CO)nn3)CC2)nc(N2CCN(C(=O)[C@H](CCCCN)n3cc(C(N)COC(=O)C(F)(F)F)nn3)CC2)n1 (stereo partly drawn)	-4.3%	/
15	CCn1c(SCC(=O)N/N=C/c2ccc(C)o2)nnc1-c1ccc(C(C)(C)C)cc1	-1.4%	0
16	Cc1cc2oc3c(c(=O)c2cc1C)C(c1cccc(Br)c1)N(Cc1ccco1)C3=O (stereo not drawn)	4.4%	-2
17	O=C(O)c1cnc(-c2ccccc2)nc1Sc1ccccc1Cl	1.0%	/
18	O=C(CSc1nnnn1Cc1ccccc1)NC1CCCCC1	4.6%	-16
19	CCc1ccc(C2NC(=S)NC3=C2C(=O)CCC3)cc1 (stereo not drawn)	3.4%	29
20	CC(NC(=O)COC(=O)CCc1nc2ccccc2c(=O)[nH]1)c1ccccc1 (stereo not drawn)	7.9%	9

(next part)
item	SMILES	M. tuberculosis GlmU	RmlCD inh 1536
21	O=C(/C=C/NCc1ccc(F)cc1)c1ccccc1	6.2%	-2
22	O=C(COC(=O)c1ccc(Cl)nc1)NCc1ccco1	4.1%	-7
23	O=c1c(=O)n(O)c2ccccc2n1O	4.0%	4
24	O=C(O)c1ccc(NC(=O)c2cn(-c3ccccc3)nc2-c2ccc(Br)cc2)cc1	2.7%	-11
25	CCc1ccc(-n2c(=O)c3ccccc3n(CC(=O)C(C)(C)C)c2=O)cc1	-2.0%	-7
26	COc1ccc(C(c2nnnn2CCc2ccccc2)N2CCN(C)CC2)cc1OC (stereo not drawn)	1.4%	-10
27	COCCCNC(=O)Cn1nc(-c2ccccc2OC)ccc1=O	/	9
28	COCCCNC(=O)COc1ccc(S(=O)(=O)NCc2ccccc2)cc1Cl	-0.6%	-7
29	Cc1cc(C)c2nc(-c3ccccn3)cc(C(=O)NCCc3ccc(S(N)(=O)=O)cc3)c2c1	2.5%	-3
30	OCCNc1nc2nonc2nc1NCCO	2.0%	10
31	O=S(=O)(c1cccc2nonc12)N1CCCCCC1	0.6%	7
32	CCN(CC(=O)Nc1ccc(NC(C)=O)cc1)CC(=O)Nc1ccccc1C(=O)c1ccccc1	2.6%	8
33	COc1ccc(OC)c(NC(=O)C2=C(C)NC(=O)NC2c2cccs2)c1 (stereo not drawn)	4.1%	7
34	CCOC(=O)CSc1nc(N)nc(C)c1Br	-3.4%	1
35	COc1ccc2c(c1)[nH]c1c(N3CCN(Cc4ccc5c(c4)OCO5)CC3)ncnc12	-3.5%	/
36	Cc1ccccc1OCC(=O)N/N=C/c1ccc(N(C)C)cc1	1.9%	4
37	COc1cc(CNC2CCCCC2OC)cc(OC)c1 (stereo not drawn)	-1.5%	7
38	O=C(O)COc1ccccc1/C=N/NC(=O)CSc1nc2ccccc2n1Cc1ccccc1	-4.1%	30
39	Cc1cc2sc3ccc(C#CC4(O)CCCCC4)cc3c(=O)c2cc1C	2.0%	/
40	COC(=O)c1ccc(/C=N/Nc2nc(C)c(C)s2)cc1	-5.4%	6

Further results follow.
item	SMILES	M. tuberculosis GlmU	RmlCD inh 1536
41	COc1ccccc1-n1cnnc1SCc1csc(-c2ccccc2)n1	1.0%	/
42	CCCCCCC(=O)N(O)C1CC(=O)N(Cc2ccccc2)C1=O (stereo not drawn)	4.5%	10
43	Cc1ccc(CSC2=Nc3ccccc3C3=NC(CCC(=O)NCc4ccco4)C(=O)N23)cc1 (stereo not drawn)	-6.9%	0
44	CCC1CCCCN1Cc1nc2c(c(=O)n(C)c(=O)n2C)n1CCCc1ccccc1 (stereo not drawn)	-2.5%	/
45	COCCN1Cc2cccc(C(=O)Nc3ccccc3OC)c2C1=O	-5.8%	-2
46	CCC(=O)N(CCc1ccc(OC)c(OC)c1)Cc1cc2ccc(C)cc2n2nnnc12	-1.2%	4
47	COC(=O)c1ccc(C(=O)OC)c(NC(=O)CSCc2ccccc2Br)c1	3.3%	11
48	O=C(O)C1C2C=CC(C2)C1C(=O)N1CCOCC1 (stereo not drawn)	-2.6%	6
49	O=C(O)CC/C(=N\Nc1ccc(S(=O)(=O)N2CCCC2)cc1[N+](=O)[O-])c1cccs1	5.2%	/
50	COC(=O)c1nnn(-c2nonc2N)c1CSc1ccc(Cl)cc1	-4.5%	-2
51	CCCNC(=O)OCC12CC3CC(CC(C3)C1)C2	-0.4%	11
52	O=C(NCc1ccco1)c1nnc(Cc2ccc(F)cc2)o1	4.9%	1
53	c1ccc(C(c2ccccc2)N2CCN(Cc3nnnn3C3CCCC3)CC2)cc1	-1.4%	/
54	c1csc(-c2nn[nH]n2)c1	-2.4%	-3
55	CCN(C(=O)COC(=O)c1cccc(NS(=O)(=O)c2ccc(F)c(F)c2)c1)C1CCS(=O)(=O)C1 (stereo not drawn)	-1.6%	6
56	CCOC(=O)N[C@H](Cc1c[nH]c2ccccc12)C(=O)NC1CC1	3.6%	1
57	COc1cccc(CNc2ccc(F)c(Cl)c2)c1O	0.5%	10
58	O=C(CCC(=O)OCC(=O)c1ccc(Cl)cc1Cl)Nc1cccc2cccnc12	-2.5%	75
59	O=C(Oc1cccc(NC(=O)c2cccs2)c1)c1cccc(S(=O)(=O)N2CCCC2)c1	-0.2%	-12
60	N#C/C(=C\Nc1ccc(Cl)cc1)S(=O)(=O)c1ccccn1	0.3%	-12

(cont.)
item	SMILES	M. tuberculosis GlmU	RmlCD inh 1536
61	COc1ccc(-n2c(N)c(C(=O)NCc3cccnc3)sc2=S)cc1	5.4%	2
62	CCCN1CCN(C(=O)Nc2cccc(C(F)(F)F)c2)CC1	-2.7%	13
63	Cc1ccccc1NC(=O)CSc1nnc(-c2ccco2)c(-c2ccco2)n1	-1.0%	-3
64	O=c1[nH]c2cc3c(cc2cc1CN(CCN1CCOCC1)C(=S)NCC1CCCO1)OCO3 (stereo not drawn)	-2.2%	-1
65	COc1ccc(-n2c(N3CCN(C)CC3)nc3sc4c(c3c2=O)CCCCC4)cc1	-3.9%	33
66	O=C(COc1ccccc1)Nc1ccccc1C(=O)NCc1ccco1	-0.1%	-8
67	COc1ccc(C2C(C#N)=C(N)Oc3c2c(C)nn3-c2ccccc2)cc1Cn1nc(C)c([N+](=O)[O-])c1C (stereo not drawn)	1.3%	-8
68	CCCC(=O)NC(=S)Nc1ccc(NC(=O)C(C)C)c(OC)c1	-6.4%	1
69	CCOC(=O)N1CCC(NC(=O)Cn2cccc2C(=O)c2ccccc2)CC1	-3.2%	7
70	O=[N+]([O-])c1ccc(S(=O)(=O)N2CCN=C2SCc2cccnc2)cc1	-6.9%	-15
71	C/C(CCN1CCCCc2nc(C)c(C)cc21)=N\O[C@@H](C)c1cn([C@H](CO)Cc2ccccc2)nn1	-4.8%	/
72	CC(C)Cn1c2c(c(O)c(C(=O)Nc3nccs3)c1=O)CCCC2	/	8
73	C#CCOCCOCCOCCNc1nc(N2CCN(C(=O)C([C@@H](C)CC)n3cc(C(N)CO)nn3)CC2)nc(N2CCN(C(=O)[C@H](CCC(=O)O)n3cc(C(N)[C@H](C)CC)nn3)CC2)n1 (stereo partly drawn)	-0.6%	/
74	O=c1c(Cc2ccc(F)cc2)c(O)ccn1CC1CCCO1 (stereo not drawn)	-2.0%	/
75	NS(=O)(=O)c1ccc(CNC(=S)Nc2ccc(F)c(Cl)c2)cc1	0.5%	4
76	C(=N\Nc1nc2ccccc2s1)/c1cccs1	-3.6%	-1
77	COc1cc(S(=O)(=O)Nc2cc(C)cc(C)c2)ccc1F	1.3%	-2
78	BrC(=C\c1ccccc1)/C=N/N1CCN(Cc2ccccc2)CC1	1.5%	/
79	CN1C(=O)C(O)(CC(=O)c2cccnc2)c2ccccc21 (stereo not drawn)	0.4%	/
80	CCCCn1c(C(C)NC(=O)COC)nc2ccccc21 (stereo not drawn)	-3.6%	-12

Going on with the list.
item	SMILES	M. tuberculosis GlmU	RmlCD inh 1536
81	COC(=O)c1c(NC(=O)COC(=O)Cn2cnc3ccccc32)sc(C)c1C	0.9%	/
82	CCOC(=O)n1c(=O)n(Cc2c(Cl)cccc2Cl)c2ccccc21	-0.6%	10
83	CCCc1cc(=O)n2[nH]c(-c3cc(OC)c(OC)c(OC)c3)nc2n1	5.3%	7
84	CCOC(=O)c1c(C)n(C)c2cc(Br)c(C)cc12	2.5%	/
85	O=C(O)CC(C(=O)NC1CCCCC1)C1CCCO1 (stereo not drawn)	-3.2%	-9
86	COCCSc1ccccc1C(=O)Nc1cc(C)ccn1	-0.1%	-8
87	c1ccc(CCCCNCC2COc3ccccc3O2)cc1 (stereo not drawn)	-2.4%	-1
88	Cc1ccc(C(=O)Cn2nnc(-c3ccccc3-n3cnnn3)n2)cc1	-1.6%	11
89	O=C(N1CCNCC1)N1CCOCC1	/	12
90	COc1cc2c(cc1OC)CN(Cc1ccc(OC)c(C)c1OC)CC2	-1.8%	0
91	CN(C)c1ccc(/C=N/NC(=O)CN(c2ccccc2Cl)S(C)(=O)=O)cc1Br	-1.4%	9
92	COc1ccc2nc3c(cc2c1)c(NC(=O)C1CCCO1)nn3CC(C)C (stereo not drawn)	-0.2%	/
93	CCOc1cc(CNc2ccccc2)cc(Br)c1OCC(=O)NC(C)(C)C	-1.5%	-1
94	CCCCOC1(c2ccccc2)NC(=S)NN=C1c1ccccc1 (stereo not drawn)	3.3%	-9
95	Cc1c(C)n(CC(O)CN(CCO)CCO)c2ccccc12 (stereo not drawn)	-5.3%	-1
96	CC(Sc1nnc2ccccn12)C(=O)N1CCc2ccccc2C1 (stereo not drawn)	2.8%	/
97	O=C(Cc1ccc2c(c1)OCCO2)N1CCN(c2ccccc2)CC1	-4.5%	-7
98	CC(C)(C)C(=O)N1CCCC1C(=O)O (stereo not drawn)	1.2%	4
99	COc1ccc(C(=O)C2CCN(C(=S)NCC3CCCO3)CC2)cc1 (stereo not drawn)	-1.0%	57
100	COc1ccc2nc(NC(=O)c3ccc4ncsc4c3)sc2c1	-3.1%	3

Profiles as entered above. Values in the order: M. tuberculosis GlmU	RmlCD inh 1536
O=C(Cc1ccc2c(c1)OCCO2)N1CCN(c2ccccc2)CC1 reads -4.5%	-7
CCCc1cc(=O)n2[nH]c(-c3cc(OC)c(OC)c(OC)c3)nc2n1 reads 5.3%	7

The results go on:
item	SMILES	M. tuberculosis GlmU	RmlCD inh 1536
101	OC(CNCCc1ccccc1)c1ccccc1 (stereo not drawn)	-5.0%	4
102	CCC(C)COC(=O)C(C#N)c1nc2ccccc2nc1N1CCCCC1 (stereo not drawn)	-0.1%	-8
103	Cc1ccc(C)c(N(CC(=O)Nc2ccc(-c3nc4ccc(C)cc4s3)cc2)S(C)(=O)=O)c1	-0.2%	/
104	CC(C)(C)NC(=O)CN(C(=O)CS(=O)CC(=O)Nc1ccc(F)cc1)c1ccccc1 (stereo not drawn)	-0.3%	5
105	O=C(O)Cc1ccc(O)c(O)c1	-1.3%	/
106	Cn1nc(C(F)(F)F)c(C#N)c1N1CCN(c2ccccc2F)CC1	-3.3%	17
107	O=C(Nc1ccc(N2CCCCCC2)cc1)c1ccccc1Cl	-2.7%	3
108	COc1ccc(NC2CC(=O)N(c3ccc(C(=O)O)cc3)C2=O)cc1 (stereo not drawn)	4.3%	10
109	C=C1CCN([C@H](C(=O)NCc2ccco2)C(C)C)S(=O)(=O)c2ccccc21	7.0%	5
